Assay outcomes: PubChem BioAssay, The Scripps Research Institute Molecular Screening Center
NR0B1 inh: inhibits human nuclear receptor DAX1 | AID 504766 | HEK293 Gal4-DAX1 luciferase reporter, luminescence | P51843 | actives 0.99% (n = 340,000) | inhibition, % at 6.75 µM;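 active = inhibition above the mean over all tested compounds plus 3 SD, cut at about 4.2% in these data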;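 note: 0% = DAX1-transfected cells with DMSO and 100% = empty-vector control cells with DMSO; inhibition shows as a rise in luminescence from relieved DAX1 repression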
Target sequence (P51843 207-470 limits assumed): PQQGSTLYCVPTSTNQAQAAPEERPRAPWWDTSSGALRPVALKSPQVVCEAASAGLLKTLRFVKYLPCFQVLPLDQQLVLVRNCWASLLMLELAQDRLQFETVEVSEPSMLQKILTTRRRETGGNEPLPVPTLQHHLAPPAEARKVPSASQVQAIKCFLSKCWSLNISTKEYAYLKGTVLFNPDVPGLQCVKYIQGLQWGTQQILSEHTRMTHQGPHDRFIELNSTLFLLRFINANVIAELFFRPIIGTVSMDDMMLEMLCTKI
GAA850 FXN act: frataxin GAA850 promoter activation | HEK293 lucGAA850 FXN promoter luciferase reporter, 24 h; percent of 10 µM SAHA response | actives 0.56% (n = 360,000) | AID 540364 | activation, % at 6 µM;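 active = activation above the average of all compounds screened plus 3 SD, cutoff fixed separately per campaign, cut at about 7.5% in these data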;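 note: 0% = DMSO wells and 100% = 10 µM SAHA wells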
* hit, by the source's call. This is a subset; the hit share may differ from the screen's.

Results follow in this order: NR0B1 inh | GAA850 FXN act
1. COc1ccccc1NS(=O)(=O)c1ccc(C(=O)Nc2ncccc2O)cc1
 : 2.2 | 4.1
2. CC1(C)CC(=Cc2cc(O)ccc2[N+](=O)[O-])C(=O)c2ccccc21
 : 0.9 | 1.0
3. CN(C)C1CCN(Cc2cc(COCc3ccccc3)c3cccnc3c2O)C1 (stereo not drawn)
 : 0.3 | -4.1
4. Cc1ccc(CNC(=O)[C@H](C)[C@H]2C[C@]2(C)[C@H](NC(=O)OCc2ccccc2)c2ccccc2)o1
 : 0.5 | -0.1
5. Nc1ccc(-c2c3ccc(=O)cc-3oc3cc(O)ccc23)c(C(=O)O)c1
 : -0.3 | 1.9
6. CCCCc1nc(C(N)=O)c2[nH]c(=O)n(-c3ccccc3F)c2n1
 : -0.4 | 3.3
7. CN(c1cccc(NC(=O)CN(c2ccc(C34CC5CC(CC(C5)C3)C4)cc2)S(C)(=O)=O)c1)S(C)(=O)=O
 : -1.5 | 3.5
8. O=C(COC(=O)C1=Cc2ccccc2OC1)NCc1ccc(F)cc1
 : 0.1 | 3.5
9. CCOc1ccc2nc(N3CCC(C(=O)N4CCN(C(=O)c5ccco5)CC4)CC3)sc2c1
 : 0.1 | 3.4
10. CNS(=O)(=O)c1cccc(C(=O)OCC(=O)Nc2ccc(-c3nc4ccc(C)cc4s3)cc2)c1
 : 2.4 | 1.4
11. Cc1ccc(C2CC(=O)NC(SCc3ccccc3)=C2C#N)o1 (stereo not drawn)
 : 0.3 | 4.7
12. OC(CNCc1cccs1)c1ccccc1 (stereo not drawn)
 : 0.4 | 1.4
13. Cc1ccc(-c2nc(C3CCCN(S(=O)(=O)c4ccc(C(F)(F)F)cc4)C3)no2)cc1 (stereo not drawn)
 : -0.2 | 0.7
14. C=CCNc1oc(-c2ccc(-c3ccccc3)cc2)nc1C#N
 : -0.3 | -0.5
15. CCC1C/C(=C\c2cc(OC)c(OC)cc2OC)C(=O)/C(=C/c2cc(OC)c(OC)cc2OC)C1 (stereo not drawn)
 : -0.3 | -1.2
16. O=C(N/N=C/c1ccco1)C1CCCC1
 : 0.7 | 2.0
17. C#CCOCCOCCOCCNc1nc(N2CCN(C(=O)CCCCCCCCCCNC(=O)[C@H](CCCCN)n3cc(CCO)nn3)CC2)nc(N2CCN(C(=O)CCCCCCCCCCNC(=O)[C@@H]([C@H](C)O)n3cc(C)nn3)CC2)n1
 : 0.5 | -1.0
18. Cc1nc(SCc2nc3c([N+](=O)[O-])cccc3[nH]2)c2oc3ccccc3c2n1
 : 2.3 | -1.4
19. O=C(c1ccccc1)c1cnc(Nc2ccccc2Cl)s1
 : 6.8* | 6.6
20. CC(C)=C[C@@H]1C[C@H](C)[C@H]2CC[C@H](C)c3c(O[C@@H]4O[C@@H](C)[C@@H](O)[C@@H](O)[C@@H]4O)c(O)c(C)c1c32
 : -0.9 | 0.5

The list continues:
Results follow in this order: NR0B1 inh | GAA850 FXN act
21. Cc1c(N2C(=O)c3ccc4c5c(ccc(c35)C2=O)CC4)c(=O)n(-c2ccccc2)n1C
 : 0.3 | -0.7
22. C=C(C)CNC(=S)NN=C1c2ccccc2-c2ccccc21
 : 0.8 | 4.2
23. CCS(=O)(=O)Nc1ccc(-c2nnc(SCC(=O)c3cccc(OC)c3)o2)cc1
 : -0.1 | -0.1
24. O=C(O)c1cccc(Cn2c(Cl)c(/C=N/Nc3ccccc3)sc2=O)c1
 : -0.8 | 2.6
25. COc1ccc2[nH]c3c(NCCN4CCCCC4)ncnc3c2c1
 : -0.2 | 0.1
26. COc1ccccc1CC(NC(C)=O)C(=O)NC1CCN(c2nnnn2-c2ccccc2)CC1 (stereo not drawn)
 : -0.8 | 1.2
27. CCc1nnc(NC(=O)CSc2nnc(CNc3ccc(Cl)cc3)o2)s1
 : 0.8 | 1.3
28. COc1cccc2c1cc1c(=O)n(CC(=O)NCCCc3ccccc3)nc(C)n12
 : 0.5 | 1.5
29. Cc1ccc2c(c1)nnn2C1CCN(CC(=O)Nc2ccccc2N2CCOCC2)CC1
 : -1.5 | -2.4
30. CCc1ccc(CNc2ccc(O)cc2)cc1
 : -0.3 | 1.5
31. COc1ccc(CN2CN=C(Nc3nc4ccccc4s3)NC2)cc1
 : -1.1 | -2.2
32. COc1ccc(NC(=O)CN(C)C(=O)c2cccc(S(=O)(=O)N3CCN(Cc4ccccc4)CC3)c2)cc1
 : -1.4 | -0.9
33. CN(C)S(=O)(=O)c1cccc(-c2cn3cc(Cl)ccc3n2)c1
 : -0.1 | 4.2
34. O=C(O)c1ccc(NC(=O)c2cccc(NC(=O)c3cccs3)c2)cc1
 : 0.1 | 0.1
35. CN(CCOC(=O)C1c2ccccc2Oc2ccccc21)C(C)(C)C
 : 0.3 | 0.3
36. COc1ccc(-c2ccc(C#N)c(SCC(=O)NCCc3ccccc3)n2)cc1OC
 : 0.4 | 2.7
37. COc1ccc([C@H]2[C@H](C(=O)OC(C)(C)C)N3N=Cc4ccccc4C3C23C(=O)c2ccccc2C3=O)cc1OC (stereo partly drawn)
 : 2.3 | 1.0
38. Cc1cc(C)c(C#N)c(OCC(=O)Nc2ccccc2)n1
 : 0.5 | 0.4
39. O=C(C1=C[C@H](c2ccc(C(F)(F)F)cc2)C[C@H](OCc2ccc(CO)cc2)O1)N1CCCCCCC1
 : 0.6 | 3.0
40. CN(C)c1nc(SCc2ccccc2Cl)nc2c1CCCC2
 : 0.0 | 1.7

NR0B1 inh, hit marks shown above.
no. | SMILES | NR0B1 inh
19 | O=C(c1ccccc1)c1cnc(Nc2ccccc2Cl)s1 | 6.8*

(cont.)
Results follow in this order: NR0B1 inh | GAA850 FXN act
41. COc1ccc2c(c1)[C@H]1[C@H](CO2)[C@H](c2ccccc2)[C@]2(C)C(=O)Nc3cc(Cl)ccc3C(=O)N12
 : 1.5 | -9.1
42. COc1ccc(CC(=O)N(C)CC(=O)Nc2ccccc2C(F)(F)F)cc1S(=O)(=O)N1CCOCC1
 : 0.5 | -0.4
43. COc1ccc(S(=O)Cc2ccc(C(=O)N3CCN(c4cccc(C)c4C)CC3)o2)cc1 (stereo not drawn)
 : -0.4 | -5.4
44. Cc1nc(NC(=O)c2ccco2)sc1C(=O)Nc1ccc(Br)cc1
 : 0.1 | -1.5
45. Nc1cccc2c(O)cc(S(=O)(=O)O)cc12
 : -0.1 | 0.9
46. COc1ccc([C@H]2CC(=O)C=C(c3ccccc3)C2)cc1
 : -0.7 | 1.7
47. Cn1cccc1C(=O)NC(=O)COC(=O)CNC(=O)c1ccc(Cl)cc1Cl
 : -0.1 | 0.8
48. O=C(c1ccc(Cn2cc(Cl)cn2)o1)N1CCN(Cc2ccc3c(c2)OCO3)CC1
 : -1.1 | 2.1
49. NCCCC[C@@H]1NC(=O)[C@H](CCC(=O)O)NC(=O)c2cc([N+](=O)[O-])cc(I)c2OCC[C@@H](C(N)=O)NC1=O
 : 0.1 | 2.6
50. CN1CCN(C(=O)CCN2C(=O)/C(=C\c3ccc(Cl)cc3)SC2=S)CC1
 : -0.5 | -2.3
51. CCc1ccc(C(=O)CCC2CCCCC2=O)cc1 (stereo not drawn)
 : 0.0 | 5.2
52. S=c1ncc2[nH]c(=S)[nH]c2[nH]1
 : 0.6 | 0.8
53. CCc1cc(=O)oc2c(C)c(OCC(=O)NC3CC(C)(C)NC(C)(C)C3)ccc12
 : 0.1 | -2.0
54. CCCCNc1c(-c2ccc(SC(C)CC)cc2)nc2cnccn12 (stereo not drawn)
 : 0.8 | 4.2
55. C/C(=N\Nc1nncc2ccccc12)c1ccc(C(C)(C)C)cc1
 : 4.9* | 3.5
56. O=C(COC(=O)c1nn(-c2ccccc2)c(=O)c2ccccc12)NC1CCS(=O)(=O)C1 (stereo not drawn)
 : 0.9 | -0.1
57. COc1ccc(OCC(=O)Nc2cc3oc4ccccc4c3cc2OC)cc1
 : 0.8 | 0.1
58. Fc1ccc2c(c1)C(c1ccc(N3CCOCC3)cc1)=NNC(c1cccs1)=N2
 : -1.7 | 1.0
59. O=C(c1ccc(Cl)s1)N1CCN(C23CC4CC(CC(C4)C2)C3)CC1
 : 0.0 | 3.8
60. COc1ccc(CCNC(=O)c2nn(C)c3c2CS(=O)(=O)c2ccccc2-3)cc1OC
 : -0.3 | 1.8

Part of the list above, set out differently:
cpd | Molecule | NR0B1 inh | GAA850 FXN act
41 | COc1ccc2c(c1)[C@H]1[C@H](CO2)[C@H](c2ccccc2)[C@]2(C)C(=O)Nc3cc(Cl)ccc3C(=O)N12 | 1.5 | -9.1
45 | Nc1cccc2c(O)cc(S(=O)(=O)O)cc12 | -0.1 | 0.9
12 | OC(CNCc1cccs1)c1ccccc1 (stereo not drawn) | 0.4 | 1.4
18 | Cc1nc(SCc2nc3c([N+](=O)[O-])cccc3[nH]2)c2oc3ccccc3c2n1 | 2.3 | -1.4
7 | CN(c1cccc(NC(=O)CN(c2ccc(C34CC5CC(CC(C5)C3)C4)cc2)S(C)(=O)=O)c1)S(C)(=O)=O | -1.5 | 3.5

Further compounds.
Results follow in this order: NR0B1 inh | GAA850 FXN act
61. CCOc1ccccc1N1CCN(C(=O)c2cc3cc(OC)ccc3[nH]2)CC1
 : -0.3 | -0.4
62. Cc1cccc(-c2nc(CS(=O)CC(=O)N3CCc4ccccc4C3)c(C)o2)c1 (stereo not drawn)
 : -1.7 | 0.3
63. CN1C(=O)OC(C)(C)C1=O
 : 0.5 | -1.3
64. CCCN1CCN(C2CCCCC2NS(=O)(=O)c2ccccc2)CC1 (stereo not drawn)
 : 0.3 | -0.2
65. COc1ccc(Nc2nc(Cl)c(C=O)s2)cc1
 : -0.5 | -0.4
66. CC1=C/C(=N\OS(=O)(=O)c2ccccc2)C(C(C)C)=CC1=O
 : -1.7 | 4.0
67. O=C(NCCc1ccccc1Cl)c1cc(COc2ccc(F)cc2F)on1
 : 0.1 | 1.2
68. CCCCN1C(=O)/C(=C2/Sc3ccc(OC)cc3N2CC)SC1=S
 : 1.9 | 1.9
69. COc1ccc(CN2CCCC(C(=O)N3CCCCC3)C2)c(OC)c1 (stereo not drawn)
 : -0.4 | 1.8
70. CCC1CCCCN1S(=O)(=O)c1ccc(C(=O)Nc2nnc(-c3cccs3)o2)cc1 (stereo not drawn)
 : 0.5 | -3.4
71. CC(C)C(NC(=O)OCc1ccccc1)C(=O)OCC(=O)N1C(C)CCCC1C (stereo not drawn)
 : 0.5 | -1.2
72. Cc1cc(-c2nc3c4c5c(sc4[nH]c(=O)n3n2)CCC5)c(C)o1
 : 1.5 | -0.3
73. C#CCOCCOCCOCCNc1nc(N2CCN(C(=O)CCCCCCCCCCNC(=O)Cn3cc(CCCCCN)nn3)CC2)nc(N2CCN(C(=O)CCCCCCCCCCNC(=O)Cn3cc(C[C@@H](C)O)nn3)CC2)n1
 : -0.7 | 1.4
74. CCCCNC(=O)C(C)N(CCN(C)C)C(=O)CCCN1C(=O)NC(c2ccc([N+](=O)[O-])cc2)C(C(=O)OCc2ccccc2)=C1C (stereo not drawn)
 : -0.6 | -4.8
75. Cc1cccc(C(=O)CC(=O)c2cc(Cl)ccc2O)c1
 : 0.6 | -1.3
76. COc1ccc(CNC(=O)C2CCN(S(=O)(=O)c3c(C)noc3/C=C/N(C)C)CC2)cc1
 : 0.8 | 0.3
77. CCCCCn1c(N2CCC(Cc3ccccc3)CC2)nc2c1c(=O)[nH]c(=O)n2C
 : 1.1 | -2.0
78. O=C(N1CCN(c2ccccc2)CC1)C1(c2cccs2)CCOCC1
 : -0.7 | 1.1
79. Nc1nn(-c2ccccc2)nc1C(=O)OCc1ccccc1F
 : 0.8 | -1.6
80. CC(=O)N1CCN(c2ccc(NCc3ccc(-c4cccc(Cl)c4)o3)cc2)CC1
 : -1.6 | -1.0

New compounds follow
Results follow in this order: NR0B1 inh | GAA850 FXN act
81. O=C(NCCSCc1c(F)cccc1Cl)Nc1ccccc1
 : 0.5 | 3.0
82. CCCCC(=O)N1C/C=C\C(c2ccc(OC)cc2)N(Cc2ccc(F)cc2)C(=O)[C@H]1Cc1ccccc1 (stereo partly drawn)
 : 1.4 | -3.2
83. COc1ccc(CNC(=O)CCNS(=O)(=O)c2cc(Br)cnc2N)cc1
 : 0.5 | -0.9
84. COc1cc([C@H]2c3[nH]c4ccccc4c3C[C@H]3C(=O)N4[C@@H](c5cc(OC)c(OC)c(OC)c5)c5[nH]c6ccccc6c5C[C@H]4C(=O)N23)cc(OC)c1OC
 : -1.5 | -0.2
85. O=C(CN1CC(=O)Oc2ccccc21)OCC(=O)c1cccc(Br)c1
 : 1.1 | 0.6
86. CCCCCn1c2nc3ccccc3nc2c2c(=O)n(CC(C)C)cnc21
 : 0.5 | 1.4
87. COC(=O)CN1C(=O)Nc2ccc(Br)cc2C1c1ccccc1Cl (stereo not drawn)
 : -0.4 | -0.8
88. Nc1cccc2nc3ccccc3cc12
 : 0.2 | 18.6*
89. CCOC(=O)C1=C(Cc2ccc(Cl)cc2)C(=O)c2ccccc2C1=O
 : -0.4 | -1.2
90. CCCCCCCCOc1ccc(C2OC34CCCCC3C(C#N)(C#N)C2(C#N)C(=N)O4)cc1 (stereo not drawn)
 : 1.8 | 1.1
91. COc1ccc2c(c1)C=CC1(O2)N(CCO)c2ccccc2C1(C)C (stereo not drawn)
 : -0.6 | -3.0
92. COc1cccc(C(C)N(C)Cc2nc(-c3ccoc3)oc2C)c1 (stereo not drawn)
 : 1.0 | 2.6
93. Cc1[nH][nH]c(=O)c1C(c1ccc(-c2cccc(Cl)c2)o1)c1c(C)[nH][nH]c1=O
 : -1.5 | -0.4
94. CCC1=NN2C(=N)/C(=C/c3ccc(OS(=O)(=O)c4ccccc4)cc3)C(=O)N=C2S1
 : 0.1 | 0.8
95. O=C(CCNS(=O)(=O)c1ccc2[nH]c(=O)oc2c1)Nc1ccccc1
 : 0.5 | -2.1
96. O=C(NCCCN1CCN(c2ccccc2F)CC1)C1CCC(=O)N1C1CCCC1 (stereo not drawn)
 : 1.0 | -1.5
97. CC(c1ccccn1)N(CCN(C)C)C(=S)Nc1cccc(F)c1 (stereo not drawn)
 : 0.0 | 3.1
98. Cc1ccc([C@H]2C(C(=O)O)=CC[C@@H](c3ccc(Cl)cc3)N2S(=O)(=O)c2ccccc2C)cc1
 : 0.4 | -0.5
